# Compound activity (PubChem)
# INS-1E GSIS act – primary screen for activators of insulin secretion dependent on glucose, INS-1E cells, GLuc reporter luminescence; INS-1E GLuc reporter insulin secretion, 2-3 h; activation, % at 16.6 µM; hit rate 0.61% among 370,000; AID 743287;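 active means lowest replicate activation of at least 40%, so every replicate reaches that level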;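 further: 0% = median of neutral control wells and 100% = median of IBMX positive control wells; some compounds called inactive have numbers as strong as hits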
# F508del corr – correctors of CFTR F508del function in bronchial epithelial cells; AID 720511; activity (quench increase), % at 7.58 µM; CFBE cells, YFP halide quenching; stimulated with forskolin plus potentiator P3; % fluorescence drop versus neutral controls; hit rate 0.36% among 350,000;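 active means mean added fluorescence quench of at least 8% versus neutral control, with both replicates also reaching 8%; inconclusive means only one of the mean or replicate conditions met; inactive means mean below 8% and not both replicates reaching 8%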;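 further: cells transiently co-express mutant CFTR-F508del with the halide-sensitive YFP; corrector assay measuring rescue of mutant channel to the surface after 24 h compound exposure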
# PAX8 inh HTS – inhibitors of PAX8 transcriptional activity in RMG-I cells. RMG-I TPO-luciferase reporter, SteadyGlo, 24 h. inhibition, % at 12.6 µM. hit rate 1.2% among 360,000;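 active means mean replicate inhibition at least 60% with every replicate also reaching 60%; inconclusive means only one of the two criteria is met; inactive means mean below 60% and not all replicates reaching 60%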;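 further: luciferase light reporting Pax8 driven TPO promoter activity; plate controls were median of neutral control wells for no effect and mitoxantrone controls for full effect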
# EWS-Fli block – EWS/Fli transcriptional activity inhibition; A673 NR0B1-luciferase reporter, viability-normalised; hit rate 0.67% among 350,000; inhibition, % at 12.6 µM;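 active means mean inhibition of at least 50% after viability correction, with every replicate also passing that limit; inconclusive means mean reaches 50% but only one of two replicates passes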;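 further: firefly luciferase signal divided by Alamar Blue viability fluorescence both relative to DMSO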
# ERp5 inh – inhibitors of human ERp5. Q15084. ERp5 insulin aggregation, absorbance 650 nm, 90 min. inhibition, % at 9.99 µM. hit rate 0.05% among 350,000. AID 651711;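 active means mean replicate inhibition above about 25%, with every replicate also reaching it, limit read from the data, passing the limit was not always enough; inconclusive means only one of those two criteria met; inactive means neither criterion met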
# Target sequence (Q15084 whole entry, looked up): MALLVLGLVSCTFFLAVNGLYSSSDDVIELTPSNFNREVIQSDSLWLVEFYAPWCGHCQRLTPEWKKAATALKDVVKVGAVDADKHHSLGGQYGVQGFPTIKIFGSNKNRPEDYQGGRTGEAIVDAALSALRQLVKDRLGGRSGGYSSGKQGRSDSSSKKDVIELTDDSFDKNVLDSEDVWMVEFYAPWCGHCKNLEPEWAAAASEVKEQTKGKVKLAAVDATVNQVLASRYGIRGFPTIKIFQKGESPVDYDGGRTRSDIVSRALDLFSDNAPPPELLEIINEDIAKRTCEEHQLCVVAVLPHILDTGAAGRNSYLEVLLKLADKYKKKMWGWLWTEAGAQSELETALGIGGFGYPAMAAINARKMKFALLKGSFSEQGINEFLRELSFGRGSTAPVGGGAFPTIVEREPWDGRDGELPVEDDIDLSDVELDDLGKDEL
# ARNT-TACC3 inh – ARNT/TACC3 interaction disruption; hit rate 0.66% among 390,000; AlphaScreen His-ARNT PAS-B/GST-TACC3 binding, luminescence; TACC3 fragment carries E629A point mutation; inhibition, % at 9.99 µM; Q9Y6A5; AID 623870;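 active means mean inhibition of replicates at least 50% and at least half of replicates each reaching 50%; inconclusive means half or more replicates reach 50% but mean below 50%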;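 further: 0% = complete ARNT plus TACC3 wells and 100% = ARNT alone without TACC3; many hits fall short of the cut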
# XiGFP reactiv – X-chromosome reactivation activator; XiGFP mouse fibroblasts, % GFP-positive cells imaging, 3 d; cells co-treated with 5-aza-dC sensitizer; scaled so ellipticine positive control = 100%; activation, % at 7.58 µM; hit rate 0.055% among 360,000; AID 743238;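 active means mean normalized replicate activation at least 10% and every replicate at or above 10%; inconclusive means only one of the two criteria met; inactive means mean below 10% and not all replicates reach 10%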;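 further: 0% = median of on-plate neutral control wells and 100% = ellipticine 6 µM median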
#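 Assay system – SV40-immortalized XiGFP fibroblast cells, line 68-5-11 · Buffer or medium – DMEM supplemented with 5-aza-dC as sensitizing agent · Dosing – one concentration, pinned · Benchmarks – positive control ellipticine, 6 µM final · Times – 3 days compound exposure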
# DENV2 CPE rescue – protects cells from dengue virus 2 cytopathic effect | DENV2-infected cells, cytopathic effect rescue, plate reader | CPE inhibition, % at 9.99 µM | hit rate 1.7% among 350,000 | AID 651640; in the data active means CPE inhibition above about 20%, passing the limit was not always enough; inconclusive means no clear call, values can overlap the other calls; tested in BHK-21 cells;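 further: 0% = median of neutral control wells and 100% = median of positive control wells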
# Starred values were filed as active, the others as inactive; ? = inconclusive; nt = no result given.
SMILES,INS-1E GSIS act,F508del corr,PAX8 inh HTS,EWS-Fli block,ERp5 inh,ARNT-TACC3 inh,XiGFP reactiv,DENV2 CPE rescue
Cc1[nH]c2ccccc2c1C(=O)C(=O)NCc1cccs1,5,-2.1,-3,-5,3,-6,0.0,20
CCS(=O)(=O)N1CC2(CN(Cc3ccc(OC)cc3)[C@H](CO)c3c2c2ccc(OC)cc2n3C)C1,8,-1.7,nt,-3,-8,nt,0.4,-5
CC1(C(=O)NS(=O)(=O)c2ccc(Cl)cc2)CCN1C(=O)C1(c2ccccc2)CCCC1 (stereo not drawn),nt,-0.4,3,-4,10,nt,0.1,-8
COc1ccccc1CNC(=O)c1cc(S(=O)(=O)N2CCN(c3ccccc3)CC2)ccc1Cl,-6,-0.3,13,-6,-1,-4,0.0,?
Cc1occc1C(=O)N/N=C/c1ccc(-c2cccc([N+](=O)[O-])c2)o1,7,-2.2,4,nt,-4,-5,0.2,5
C/C(=N\Nc1ccccn1)c1ccc(N2CCOCC2)cc1,9,0.1,-161,-91,10,7,0.0,1
CCC(C)Sc1ccc([C@H]2N[C@@](Cc3ccccc3)(C(=O)OC)[C@H]3C(=O)N(C)C(=O)[C@@H]23)cc1 (stereo partly drawn),-27,-0.7,-8,12,4,-6,0.0,6
Cc1ccccc1OCC(=O)N1CCN(C(=O)COc2ccccc2C)CC1,6,2.0,1,6,-1,1,0.5,-4
O=C(CN1C(=O)NC2(CCCC2)C1=O)OCCOc1cccc(Cl)c1,-13,-0.1,-9,-4,8,4,0.1,2
O=c1oc2ccccc2c(N2CCCC2)c1CN1CCCC1,15,1.0,nt,-6,-2,8,nt,6
O=C(c1cccs1)N1C[C@H](n2cc(C3CC3)nn2)[C@@H](O)C[C@@H]1c1ccc(Cl)cc1,9,1.6,29,3,0,nt,0.0,-5
COc1ccc(S(=O)(=O)N2CCC(Nc3ccccc3Cl)CC2)cc1,17,-0.3,6,nt,5,6,0.3,?
COc1ccc(NC(=O)c2nc3nccc(C)n3n2)cc1S(=O)(=O)N1CCOCC1,-1,-4.8,5,2,-6,-2,0.2,-7
Cc1ccc(COCCN2CCN(S(=O)(=O)c3ccc(C)cc3)CCC2=O)cc1,-15,-1.5,10,5,-8,-5,0.0,-3
COc1cccc(CNC(=O)[C@@H]2[C@@H](CO)[C@@H]3Cn4c(ccc(-c5ccncc5)c4=O)[C@@H]3N2C)c1,-4,nt,nt,3,4,-6,0.0,-6
C[C@@H]1CN([C@@H](C)CO)C(=O)c2cc(C#CC3(O)CCCC3)cnc2O[C@H]1CN(C)S(=O)(=O)c1ccccc1,4,-2.9,15,1,-4,-14,-0.8,?
O=C(CSc1ccc(-c2cccs2)nn1)NCCc1ccccc1,11,1.6,5,3,8,-4,0.1,3
CCc1nc2c(OCc3cccc(Cl)c3)cccn2c1N(C)C(=O)c1ccco1,3,2.1,9,9,3,nt,0.2,23*
CCOC(=O)c1sc(NC(=O)CC2OC(=O)c3ccccc32)nc1C (stereo not drawn),2,3.7,-37,-2,2,3,0.1,3
O=C(/C=C/Sc1ccc(C(F)(F)F)cn1)c1ccccc1,-16,-4.4,18,40,3,0,?,-14
CCN(CC(=O)Nc1cccc(OC)c1)CC(=O)Nc1cccc2ccccc12,-19,0.5,10,-1,-7,-12,0.0,6
CSc1ncccc1C(=O)OCC(=O)NCCCc1ccccc1,-6,-1.1,-4,-2,5,1,0.1,-2
Cc1csc(NC(=O)C2CCCN(S(=O)(=O)c3ccc4c(c3)oc(=O)n4C)C2)n1 (stereo not drawn),-15,0.3,15,1,3,-28,0.1,0
CN(C)C(CNC(=O)c1ccc2ccccc2c1)c1ccco1 (stereo not drawn),3,-2.3,-12,-12,5,-3,-0.1,-4
CNC(=O)OC1CC2CC1[C@H]1CCCCN1C2=O (stereo partly drawn),31,-0.9,-21,-13,23,nt,-0.1,-12
COc1cccc(N=Nc2c(=O)[nH]n3c(=O)c4c([nH]c23)CCC4)c1,-8,nt,8,nt,nt,18,0.0,nt
CCCCN(C(C)=O)c1ccc2c(c1)C1CC2CCN1C(=O)OCc1ccccc1 (stereo not drawn),-31,4.7,29,5,5,-2,0.6,19
Cc1noc(C)c1NC(=O)Nc1cccc2c1O[C@H](CN(C)C(=O)NC(C)C)[C@H](C)CN([C@H](C)CO)C2=O,19,0.4,-21,0,9,-16,-0.7,1
Cc1ccc2nc(N3CCN(c4ccccc4)CC3)c(C=O)c(=O)n2c1,6,nt,-1,-6,3,nt,0.0,-3
CC1C(=O)N(Cc2cn(CCC3OCCCO3)nn2)CCS(=O)(=O)N1Cc1ccc(-c2ccncc2)cc1 (stereo not drawn),8,1.9,7,4,-1,nt,0.3,20
Cc1[nH]c2ccccc2c(=O)c1C(=O)/C=C/c1ccccc1,-56,-12,103*,49,1,-1,1.5,-4
CC(=O)N1CCOc2ccc(S(=O)(=O)NCCc3ccccc3)cc21,-1,-0.5,-5,3,0,27,0.0,1
CN(C)CC(=O)N1[C@H](CO)[C@@H](c2ccccc2-c2ccc(C(=O)N(C)C)cc2)[C@@H]1C#N,5,-5.5,-9,-6,3,nt,0.0,6
COc1ccc(S(=O)(=O)N(C)C[C@H]2OCCCC[C@H](C)Oc3ccc(NC(=O)Nc4ccc(F)cc4)cc3C(=O)N([C@@H](C)CO)C[C@H]2C)cc1,4,-2.0,-2,-2,-2,0,0.3,0
C[C@H]1CCCCO[C@H](CN(C)C(=O)NC2CCCCC2)[C@@H](C)CN([C@@H](C)CO)C(=O)c2cc(NS(C)(=O)=O)ccc2O1,29,0.0,-16,18,nt,-4,0.0,3
COC(=O)c1cc(-c2ccc(OC)cc2)n[nH]1,-25,-2.4,-81,5,4,-1,0.0,2

# 3 compounds drawn at random from the list so far:
SMILES,INS-1E GSIS act,F508del corr,PAX8 inh HTS,EWS-Fli block,ERp5 inh,ARNT-TACC3 inh,XiGFP reactiv,DENV2 CPE rescue
CC(=O)N1CCOc2ccc(S(=O)(=O)NCCc3ccccc3)cc21,-1,-0.5,-5,3,0,27,0.0,1
COc1ccc(S(=O)(=O)N2CCC(Nc3ccccc3Cl)CC2)cc1,17,-0.3,6,nt,5,6,0.3,?
C[C@@H]1CN([C@@H](C)CO)C(=O)c2cc(C#CC3(O)CCCC3)cnc2O[C@H]1CN(C)S(=O)(=O)c1ccccc1,4,-2.9,15,1,-4,-14,-0.8,?

# Next structures follow:
SMILES,INS-1E GSIS act,F508del corr,PAX8 inh HTS,EWS-Fli block,ERp5 inh,ARNT-TACC3 inh,XiGFP reactiv,DENV2 CPE rescue
NS(=O)(=O)c1ccc(NC(=O)c2ccc(S(=O)(=O)N3CCCCCC3)cc2)cc1,10,5.8,16,2,-12,-6,0.3,-6
COc1cc(OC)cc(-c2noc([C@@H]3O[C@H](CO)[C@@H](O)[C@H]3O)n2)c1,10,1.8,2,-3,1,nt,0.3,-7
O=C(CNC(=O)c1ccc2c(c1)OCO2)NCCOc1ccc(Cl)cc1,-9,-0.3,5,-3,4,-5,0.1,2
CNC(=O)C[C@@H]1CC[C@H]2[C@H](COc3ccc(NC(=O)c4cccs4)cc3C(=O)N2C)O1,13,-3.7,0,-15,nt,-7,0.2,0
COC(=O)N/N=C1\CCCc2c(C)cc(C)cc21,5,0.3,4,0,-7,-1,0.0,4
CNC[C@H]1OCCCC[C@@H](C)Oc2ccc(NS(C)(=O)=O)cc2C(=O)N([C@H](C)CO)C[C@H]1C,-6,-0.2,-3,-3,-4,-4,0.1,8
COC(=O)c1cc(S(=O)(=O)Nc2cc(OC)cc(OC)c2)cn1C,13,-5.7,7,-23,6,-4,0.0,-10
O=C(CCNS(=O)(=O)c1cccs1)N1CCN(c2cccc(Cl)c2)CC1,-30,0.2,22,2,-1,-3,0.1,2
NS(=O)(=O)c1ccc(NC(=O)CN2CCCC2)cc1,6,-2.5,11,2,-4,-4,0.0,?
COc1ccc([N+](=O)[O-])cc1/C=N/NC(=O)c1nonc1N,1,1.7,10,8,6,6,-0.1,9
CCN(c1ccccc1)S(=O)(=O)c1ccc(Cl)c(C(=O)O)c1,7,1.9,17,9,3,-4,0.0,1
Cc1cccc(Nc2sc(C(=O)c3cc4cc(Cl)ccc4o3)c(N)c2C#N)c1,-14,3.4,-16,11,0,0,0.0,1
CCc1cccc(C)c1NC(=O)CSc1nc2ccncc2[nH]1,5,-0.6,7,0,1,0,0.0,?
COc1ccc(C(=O)ON=C2CCN(C)CC2)cc1,17,0.6,-7,5,-7,13,0.0,2
Clc1ccc2[nH]c3c(c2c1)CNCC3,1,0.5,-8,12,2,0,0.0,1
CN(C)CCNC(=O)C1(O)c2cc(Br)ccc2NC(=O)N1c1ccc(Cl)cc1 (stereo not drawn),9,2.5,23,-3,-2,-5,-0.1,-3
Cc1c(OCC(=O)NCCN2CCOCC2)ccc2c1oc(=O)c1ccccc12,-1,2.2,-6,-14,7,4,0.0,?
Cc1ccc(NC(=O)CSc2nnc(C3CC3)n2N)cc1S(=O)(=O)N1CCOCC1,-5,0.9,3,3,0,-5,0.0,0
CCN(CC)CCNC(=O)c1sc2nc(-c3ccccc3)cn2c1C,6,-5.6,nt,-22,3,-2,-0.3,-2
CC(=O)Nc1ccc(S(=O)(=O)N(CCc2ccccc2)CC(=O)N/N=C/c2ccc(C(=O)O)cc2)cc1,3,1.2,-9,8,-1,-2,0.0,12
C/C=C/c1ccc2c(c1)O[C@H](CN(C)C(=O)Nc1ccc(F)cc1)[C@H](C)CN([C@@H](C)CO)S2(=O)=O,-4,1.3,nt,9,-2,5,0.1,-7
COc1ccc(NC(=O)N(C)C[C@H]2Oc3ccc(NC(=O)Nc4cccc5ccccc45)cc3CC(=O)N([C@H](C)CO)C[C@H]2C)cc1,-1,1.4,0,2,-4,-3,0.0,-6
C/C=C/Cn1c(N(C)Cc2ccccc2)nc2c1c(=O)[nH]c(=O)n2C,47*,-2.1,-5,11,1,-7,0.3,?
CC(=O)N(C)C[C@@H]1Oc2ncc(-c3cccc(F)c3)cc2C(=O)N([C@@H](C)CO)C[C@H]1C,14,-0.2,nt,-8,-3,2,0.3,-4

# Entries above that have an NH in an aromatic ring (7):
SMILES,INS-1E GSIS act,F508del corr,PAX8 inh HTS,EWS-Fli block,ERp5 inh,ARNT-TACC3 inh,XiGFP reactiv,DENV2 CPE rescue
Cc1[nH]c2ccccc2c1C(=O)C(=O)NCc1cccs1,5,-2.1,-3,-5,3,-6,0.0,20
COc1cccc(N=Nc2c(=O)[nH]n3c(=O)c4c([nH]c23)CCC4)c1,-8,nt,8,nt,nt,18,0.0,nt
Cc1[nH]c2ccccc2c(=O)c1C(=O)/C=C/c1ccccc1,-56,-12,103*,49,1,-1,1.5,-4
COC(=O)c1cc(-c2ccc(OC)cc2)n[nH]1,-25,-2.4,-81,5,4,-1,0.0,2
CCc1cccc(C)c1NC(=O)CSc1nc2ccncc2[nH]1,5,-0.6,7,0,1,0,0.0,?
Clc1ccc2[nH]c3c(c2c1)CNCC3,1,0.5,-8,12,2,0,0.0,1
C/C=C/Cn1c(N(C)Cc2ccccc2)nc2c1c(=O)[nH]c(=O)n2C,47*,-2.1,-5,11,1,-7,0.3,?

# Rows were taken by chance. Share with any hit: about 4.2%.
